Assay outcomes: PubChem BioAssay, National Center for Advancing Translational Sciences (NCATS)
aGal spleen mod – inhibits or activates alpha-galactosidase in human spleen homogenate | P06280 | human spleen homogenate, 4MU-alpha-Gal fluorescence, 40 min | Potency, µM (titrated, usually from 80 µM), without a hit: at the highest dose activity change, negative = inhibition, hits mostly inhibitors | hit rate 0.008% among 240,000;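 note: 0% = enzyme with vehicle and -100% = no enzyme basal signal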
Target sequence (P06280 32-429 limits assumed): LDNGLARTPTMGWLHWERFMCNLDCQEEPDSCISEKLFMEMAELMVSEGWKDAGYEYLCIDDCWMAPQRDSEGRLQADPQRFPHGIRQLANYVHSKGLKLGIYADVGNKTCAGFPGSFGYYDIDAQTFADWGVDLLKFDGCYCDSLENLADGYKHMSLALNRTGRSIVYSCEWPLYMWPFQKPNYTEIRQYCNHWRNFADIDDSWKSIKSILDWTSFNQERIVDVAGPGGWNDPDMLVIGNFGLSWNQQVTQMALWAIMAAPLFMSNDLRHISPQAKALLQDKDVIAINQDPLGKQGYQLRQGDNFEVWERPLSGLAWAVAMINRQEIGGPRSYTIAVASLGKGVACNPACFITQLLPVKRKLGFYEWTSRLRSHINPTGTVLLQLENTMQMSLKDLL
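qHTS titration in buffer at pH 5.0. Alpha-galactosidase activity in spleen homogenate was measured via 4-methylumbelliferone release from 1 mM fluorogenic substrate after 40 min at 37C and a pH 10 stop. AC50 came from Hill fits of control-normalized data.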
Tau FP inhib – tau fibrillization inhibition (FP); K18 P301L tau heparin fibrillization, Alexa594 FP, 6 h; Potency, µM (doses to about 57.7 µM), without a hit: at the top dose activity, negative = inhibition, most hits filed as inhibitors; hit rate 0.39% among 280,000; note: % is set by controls: 0 for no effect and ±100 for the full control effect; nearly all actives have a fitted effect of over 55% in size
Target sequence (P10636 561-689 P618L limits assumed): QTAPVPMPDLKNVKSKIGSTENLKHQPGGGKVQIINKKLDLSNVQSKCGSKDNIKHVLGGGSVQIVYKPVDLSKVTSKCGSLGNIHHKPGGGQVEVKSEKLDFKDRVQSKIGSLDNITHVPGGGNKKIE
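Heparin (20 uM) drove fibril formation of recombinant tau K18 P301L, 15 uM unlabeled with 0.24 uM Alexa 594 label, for 6 hr at 37 C in 100 mM sodium acetate pH 7. Fluorescence polarization (555/632 nm) read 1 hr after 30 uM ThT.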
Tau fluor cs – counter-screen for tau fibril formation inhibitors; hit rate 0.93% among 280,000; tau K18 P301L Alexa594 fluorescence, heparin fibrillization; AID 1463; Potency, µM (series often up to 57.7 µM), for inactives: top-dose activity change, negative = decrease; note: % is set by controls: 0 for no effect and ±100 for the full control effect; nearly all actives have a fitted effect of over 55% in size
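Human K18 P301L tau (15 uM unlabeled plus 0.24 uM Alexa 594-labeled, final) in 100 mM sodium acetate pH 7 was mixed with compound and 20 uM heparin and incubated 6 hr at 37 C.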
aGlu spleen mod – inhibitors or activators of human alpha-glucosidase in spleen homogenate | hit rate 0.006% among 240,000 | AID 2112 | P10253 | human spleen homogenate, 4-MU-alpha-glucoside fluorescence | Potency, µM (highest dose often 79.9 µM), inactives show at the top dose activity change, negative = inhibition, most hits filed as inhibitors;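 note: 0% = enzyme with vehicle and -100% = no enzyme basal signal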
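Enzyme source: human spleen homogenate, 1 ug/well. Buffer 50 mM citric acid/K phosphate pH 5.0, 0.01% Tween-20. 4-MU-alpha-glucoside 1 mM; 37 C x 40 min; NaOH/glycine stop; fluorescence.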
Tau ThT inhib – tau fibrillization inhibition (ThT binding); P10636; recombinant tau K18 P301L (four-repeat tau fragment), heparin-induced fibrillization, ThT fluorescence; Potency, µM (titrated, usually from 57.4 µM), for the others: at the highest dose activity, negative = inhibition, most hits filed as inhibitors; hit rate 2.1% among 270,000; note: % is set by controls: 0 for no effect and ±100 for the full control effect; nearly all actives have a fitted effect of over 55% in size
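Aggregation was driven by heparin (20 uM final) acting on recombinant tau […] bearing P301L in 100 mM sodium acetate pH 7; fibrils were detected with Thioflavin T.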
GAA inhib – inhibitors of human lysosomal alpha-glucosidase; hit rate 0.005% among 200,000; Potency, µM (titrated, usually from 76.9 µM), without a hit: at the highest dose activity change, negative = inhibition, most hits filed as inhibitors; P10253; purified human GAA, 4-MU-alpha-glucoside fluorescence;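 note: plate controls were uninhibited enzyme wells for no effect and no-enzyme background for full effect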
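AC50 values come from Hill fits of compound titrations (up to 77 uM) against 4 nM human enzyme. Substrate 4-methylumbelliferyl-alpha-D-pyranoside at 400 uM, pH 5.0 citrate buffer, 20 min room temperature; fluorescence Ex 365/Em 440 after alkaline stop.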
GAA glycogen – alters human alpha-glucosidase cleavage of glycogen; P10253; Potency, µM (top dose mostly 76.4 µM), for the others: top-dose activity change, negative = inhibition, most hits filed as inhibitors; recombinant GAA, glycogen substrate, Amplex Red glucose oxidase fluorescence; AID 2100; hit rate 0.38% among 300,000;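 note: 0% = full enzyme reaction and -100% = no-enzyme basal signal; the screen sought inhibitors and activators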
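qHTS, 1536-well; enzyme 4 nM final; cpd up to 77 uM; substrate bovine liver glycogen 30 ug; 50 mM citrate/phosphate pH 5.0, 0.01% Tween-20; 37 C, 40 min; Amplex Red detection 45 min RT; Hill fit → AC50.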
HTT ATP protect – cytoprotection in Huntington HTT-Q103 PC12 cell model; PC12 HTT-Q103 induced, cytoprotection, ATP luminescence, 40 h; Potency, µM (series often up to 56.4 µM), for inactives: cytoprotection (ATP increase), usual class: activators; hit rate 0.14% among 230,000;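 note: % of control where 0% means no effect; nearly all actives have a fitted effect of over 45% in size; toxic huntingtin expression switched on by the ecdysone agonist tebufenozide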
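Huntington model: PC12 line, ecdysone-inducible HTTQ103 exon1–GFP, tebufenozide 100 nM. Test articles in a dose series. Endpoint luminescence from cellular ATP.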
* = called active by the depositor; ? = inconclusive; / = not tested or not shown; [ ] = another dose, or the depositor's remark. Calls come from the whole dose curve; as a rule, active = well fitted curve in the direction sought with a large enough effect; inconclusive = small, poorly fitted or top-dose-only effect, or another doubt; inactive = no such curve, though single readings can be large; an effect the other way counts as inactive or inconclusive. Potency is the fitted concentration of half-maximal effect.

Start of the data: the first 6 compounds (preview)
smiles,Tau fluor cs,aGlu spleen mod,Tau FP inhib,aGal spleen mod,HTT ATP protect,GAA glycogen,GAA inhib,Tau ThT inhib
C=CCc1cc(Cl)ccc1OCCNCCCOC,6%,-5%,0%,-5%,4%[0.074 µM],8%,2%,1%
COc1ccc(-c2[nH]ncc2Oc2ccccc2OC)c(O)c1,25µM*[quencher],-14%,14%,6%,11%,-11%,-5%,-11%
C/C(=N\NC(=O)CC1N=C(Cc2ccccc2)NNC1=O)c1ccc(Cl)cc1Cl (stereo unspecified),-8%,-2%,1%,-3%,-13%,12%,?,-4%
Cc1nc([N+](=O)[O-])c(Sc2nc3ccccc3[nH]2)n1Cc1ccccc1,-22%,5%,-4%,6%,?,9%,0%,?
Cc1cc2cc(CN(CCN(C)C)C(=S)NCc3ccco3)c(=O)[nH]c2cc1C,-5%,0%,4%,-1%,21%[10 µM],10%,8%,?
O=C1C=C(c2ccccc2)C(O)(c2ccccc2)C1 (stereo unspecified),0%,1%,3%,1%,-17%,0%,-6%,2%

Main list, from the start:
smiles,Tau fluor cs,aGlu spleen mod,Tau FP inhib,aGal spleen mod,HTT ATP protect,GAA glycogen,GAA inhib,Tau ThT inhib
C=CCc1cc(Cl)ccc1OCCNCCCOC,6%,-5%,0%,-5%,4%[0.074 µM],8%,2%,1%
COc1ccc(-c2[nH]ncc2Oc2ccccc2OC)c(O)c1,25µM*[quencher],-14%,14%,6%,11%,-11%,-5%,-11%
C/C(=N\NC(=O)CC1N=C(Cc2ccccc2)NNC1=O)c1ccc(Cl)cc1Cl (stereo unspecified),-8%,-2%,1%,-3%,-13%,12%,?,-4%
Cc1nc([N+](=O)[O-])c(Sc2nc3ccccc3[nH]2)n1Cc1ccccc1,-22%,5%,-4%,6%,?,9%,0%,?
Cc1cc2cc(CN(CCN(C)C)C(=S)NCc3ccco3)c(=O)[nH]c2cc1C,-5%,0%,4%,-1%,21%[10 µM],10%,8%,?
O=C1C=C(c2ccccc2)C(O)(c2ccccc2)C1 (stereo unspecified),0%,1%,3%,1%,-17%,0%,-6%,2%
CCCN(Cc1cccs1)C(=O)Nc1ccc(Br)cc1F,-5%,/,-15%,/,/,-4%[76.3 µM],/,-4%
Cc1ccc(S(=O)(=O)c2nc(-c3ccccc3)oc2NCc2cccnc2)cc1,-20%,2%,6%,10%,-11%,-25%,-5%,-19%
CCn1c(COc2ccc(=O)n(-c3ccccc3)n2)nnc1SCC(=O)OC,0%,/,1%,3%,-11%,3%,-3%,-1%
CSc1nc(NC(C)(C)C)nc(Oc2ccc(=O)n(C)n2)n1,7%,?,-1%,-8%,-5%,2%,0%,5%
Cn1c(NCCCO)nc2c(c1=O)C1(CCCCC1)Cc1ccccc1-2,?,-5%,?,2%,-24%,-6%,7%[15.4 µM],?
Nc1ccc(S(=O)(=O)N2CCCC2C(=O)O)cc1 (stereo unspecified),22%,-2%,0%,5%,0%[10 µM],-5%,/,/
CC1CCCC(NC(=S)NC(=O)c2ccccc2Br)C1C (stereo unspecified),7%,-5%,-4%,5%,-1%[10 µM],10%,8%,7%
CC(C)Oc1cccc(C(=O)Nc2ccc3oc(-c4cccc(Cl)c4)nc3c2)c1,-23%,/,?,/,/,4%[76.3 µM],/,-4%
COc1ccc(CNC(=O)CCSCc2ccccc2C)cc1,-1%,-2%,-2%,?,-36%,8%,-2%,1%
Cc1cccc(/C=N/n2c(-c3ccncc3)n[nH]c2=S)c1,4%,0%,5%,-3%,10%[10 µM],11%,5%,-3%
O=C(c1ccc(C(F)(F)F)cc1)N1CCC(=O)N([C@H](COCc2ccc(Cl)cc2)Cc2ccccc2)CC1,-10%,-8%,3%,-24%,-210%[inhibitor][40.3 µM],/,/,-15%
Cc1cccc2c1[nH]c1nc(N/N=C\c3ccco3)nnc12,-28%,-3%,-7%,5%,1%[10 µM],1%,-9%,6.3µM*
COC(=O)c1cc(C(=O)OCC(=O)NCc2ccc3c(c2)OCO3)cc([N+](=O)[O-])c1,-2%,11%,5%,10%,8%[10 µM],-5%,-3%,6%
COc1cccc(-c2nc3c(C#N)c[nH]n3c2NC2CCC(C)CC2)c1 (stereo unspecified),-15%,/,1%,/,/,14%[76.3 µM],/,?
Cc1cc2ncn(C(=O)c3ccc4c(c3)OCO4)c2cc1C,0%,-4%,3%,7%,-19%[0.074 µM],-1%,-1%,-9%
Cn1cc([N+](=O)[O-])c(C(=O)Nc2ccc(Br)cn2)n1,7%,-7%,6%,5%,-2%,3%,5%,7%
C=CCOc1ccc(/C=C2\SC(=Nc3cccnc3)NC2=O)cc1,-9%,7%,-2%,-1%,-1%[10 µM],3%,/,?
O=C(Nc1cccc(Cl)c1)Nc1sccc1-c1nc2ccccc2s1,14µM*[quencher],-4%,?,-1%,14%[10 µM],-6%,/,?
O=C(Nc1cccc2ccccc12)N1CCCN(c2c(Cl)cncc2Cl)CC1,-16%,-3%,-8%,-8%,13%[10 µM],3%,-7%,-17%
Cc1nn(C)c(C)c1S(=O)(=O)N(CC(=O)N1CCc2ccccc21)c1ccc(C(C)C)cc1,-12%,-13%,-1%,-8%,5%,-13%,-4%,-9%
O=S(=O)(c1ccccc1)N1CCC(O)(CSc2ccccc2)CC1,-15%,-15%,-12%,-8%,-14%,-2%,-11%,-2%
O=C(CSc1nnc(CNC(=O)c2ccccc2F)o1)c1ccccc1,-9%,8%,1%,5%,0%[10 µM],7%,-12%,-7%
O=C(Cn1cnc2ccccc21)N/N=C/C(Br)=C/c1ccccc1,-14%,-8%,5%,-19%,-19%[10 µM],7%,-8%,-15%
Cc1nc(/C(N)=N/OC(=O)Cc2ccccc2)no1,3%,-2%,1%,-3%,-8%,-5%,-9%,-4%
Cc1ccc([N+](=O)[O-])cc1NC(=O)/C=C/C(=O)O,1%,0%,3%,8%,-15%[10 µM],7%,/,-3%
CCOC(=O)CSc1nc2cc(C(=O)NCC3CCCO3)ccc2c(=O)n1Cc1ccco1 (stereo unspecified),-11%,-5%,0%,-4%,3%,-2%,9%,-8%
Cc1nn(C)c(C)c1NC(=O)CN1CCC(O)(c2ccc3c(c2)OCO3)CC1,4%,4%,1%,5%,-17%[10 µM],-3%,-5%,0%
O=C(O)c1cc(-c2cccc([N+](=O)[O-])c2)n[nH]1,2%,-3%,1%,3%,-8%,4%,0%,-15%
CC(C)N(C(=O)Cn1cc(SCC(N)=O)c2ccccc21)C(C)C,-7%,-3%,3%,-2%,-10%,3%,1%,-9%
CCCC(=O)N1CCC(O)(c2cccc(F)c2)CC1,-3%,3%,4%,4%,-35%[inhibitor],4%,5%,0%
COc1nccc(C(F)(F)F)c1C(=O)NC(=O)Nc1ccccc1,-14%,-1%,4%,5%,-16%[10 µM],8%,-8%,-6%
O=C(CN1C(=O)NC2(CCCCCC2)C1=O)Nc1ccc2c(c1)CCC2,-5%,2%,1%,6%,-26%,12%,2%,1%
CN(C)S(=O)(=O)N1CCc2ccccc2C1,-7%,0%,-3%,-3%,-1%,8%,2%,-13%
CC(C)n1cnc2c(Nc3ccc(C(=O)O)cc3)nc(Cl)nc21,-2%,1%,4%,9%,7%[10 µM],-3%,/,-3%
CCc1nc2ccc(C(=O)Nc3ccc(NC(C)=O)cc3)cc2nc1CC,-11%,0%,2%,3%,-11%[1.9 µM],-4%,3%,-17%
Cc1cccc(N2C(=O)c3cccc4c(N(C)CCO)ccc(c34)C2=O)c1,-21%,4%,-1%,1%,-21%[10 µM],-7%,2%,?
CCOC(=O)C1=C(C)NC(C)=C(C(=O)OCC)C1C(=O)OCC(=O)N1c2ccccc2CC1C (stereo unspecified),-25%,0%,-1%,3%,0%[10 µM],12%,-2%,-8%
CC(C)(C)CC(=O)Nc1ccc(C(N)=O)cc1,1%,-5%,3%,0%,21%[10 µM],3%,3%,-5%
CCOC(=O)c1ccc(-n2c(CN3CCC(C(N)=O)CC3)nc3ccc([N+](=O)[O-])cc3c2=O)cc1,?,-5%,-14%,3%,-4%,-2%,-1%,?
Cc1c(C(=O)N2CCOCC2)sc2ncnc(N3CCc4ccccc4C3)c12,-10%,8%,-2%,1%,8%,8%,0%,-16%
COc1ccc2[nH]cc(CCNC(=S)NCCc3ccccc3)c2c1,?,-12%,7%,-4%,/,-5%,-4%,?
Cc1noc(NC(=O)c2ccc(Cl)cc2)c1Cl,5%,2%,12%,-4%,30%[10 µM],26%,-7%,1%
Cc1cc(C)nc(NC(=O)/C=C/c2ccc(Cl)cc2)n1,-16%,0%,-5%,-4%,-8%[10 µM],11%,-24%,-18%
CCc1c(O)nc(SCc2ccccc2)n(C(C)CC)c1=O (stereo unspecified),-2%,4%,5%,3%,0%,-5%,-5%,-7%
CCCc1nnc(NC(=O)CN2CCN(C)CC2)s1,1%,3%,-3%,-1%,-16%,15%,13%,-1%
O=C(NC1CCCCCC1)c1ccc(CS(=O)c2ccc(Br)cc2)o1 (stereo unspecified),-10%,/,-15%,/,/,-6%[76.3 µM],/,-4%
